High-throughput results: PubChem BioAssay, several laboratories
STAT1 blocker: inhibitors of IFN-gamma induced STAT1 signaling. NIH 3T3 STAT1-luciferase reporter, luminescence. inhibition, % at 5.5 µM. 200,000 tested, 0.35% active. AID 920;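 active means inhibition above a set limit, the mean inhibition across all tested compounds plus 3 SD, cut at about 34% in these data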;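 further: 0% = IFN-gamma with DMSO and 100% = IFN-gamma with 300 µM nifuroxazide; values of inactives mirror those of a sister screen read the other way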
NF-kB neuron act: raises NF-kB expression in human neuronal cells; 190,000 tested, 1.6% active; fold change at 12.5 µM; NF-kB reporter expression; active compounds read high; in the data active means fold change above about 3.3
APP 5'UTR act: APP 5'UTR luciferase reporter activation; activation, % at 2 µM; SH-SY5Y APP 5'UTR luciferase reporter, luminescence; zero percent = DMSO vehicle wells; 190,000 tested, 1% active; AID 1276;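 active means activation above a set limit, based on mean plus 3 SD of controls, cut at about 140% in these data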; further: values of inactives mirror those of a sister screen read the other way
FLuc inhib CS: inhibits firefly luciferase, flagging false hits in luciferase inhibition screens; P08659; 200,000 tested, 1.5% active; inhibition, % at 10 µM; ATPLite firefly luciferase biochemical luminescence, 10 min; AID 1006;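 active means inhibition above about 50% when tested at 10 µM, limit read from the data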
Target sequence (P08659 whole entry, looked up): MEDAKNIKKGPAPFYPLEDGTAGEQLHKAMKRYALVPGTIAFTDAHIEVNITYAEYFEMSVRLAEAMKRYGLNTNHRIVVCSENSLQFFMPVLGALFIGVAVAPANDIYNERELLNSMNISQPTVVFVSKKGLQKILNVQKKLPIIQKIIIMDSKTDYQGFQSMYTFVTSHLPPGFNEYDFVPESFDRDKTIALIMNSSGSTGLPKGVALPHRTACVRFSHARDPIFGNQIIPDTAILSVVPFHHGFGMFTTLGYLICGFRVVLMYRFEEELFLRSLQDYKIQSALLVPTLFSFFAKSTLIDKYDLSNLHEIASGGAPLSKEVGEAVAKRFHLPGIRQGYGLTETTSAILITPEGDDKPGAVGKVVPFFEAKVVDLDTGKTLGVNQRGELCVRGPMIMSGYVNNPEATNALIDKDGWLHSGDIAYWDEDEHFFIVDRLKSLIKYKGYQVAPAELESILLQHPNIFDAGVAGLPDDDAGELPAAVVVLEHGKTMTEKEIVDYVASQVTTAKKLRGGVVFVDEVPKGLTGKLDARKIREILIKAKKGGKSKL
APP transl inh: APP translation inhibition | SH-SY5Y APP 5'UTR-luciferase reporter, luminescence | inhibition, % at 2 µM | 190,000 tested, 0.82% active;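 active means inhibition above a set limit, derived from the sample mean plus 3 SD, cut at about 45% in these data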; further: values of inactives mirror those of a sister screen read the other way
Hsp70 activator: switches on Hsp70 transcription. 200,000 tested, 0.04% active. HeLa Hsp70 promoter luciferase reporter, luminescence; scaled: vehicle 0, proteasome-inhibitor control 100%. activation, % at 10 µM;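 active means activation above the mean across all tested compounds plus 3 SD, cutoff set per campaign, cut at about 5.5% in these data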;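 further: 100% = MG132 at 30 µM as the positive control and 0% = DMSO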
STAT3 inh: STAT3 signaling inhibition | U3A cells, IL-6 STAT3-luciferase reporter, luminescence; host cell line lacks STAT1 | inhibition, % at 5.5 µM | 190,000 tested, 0.89% active | AID 862;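 active means inhibition above the mean inhibition across all screened compounds plus 3 SD, cut at about 44% in these data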;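 further: 0% = DMSO only wells and 100% = 100 µM nifuroxazide control wells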
RAM network inh: blocks the yeast RAM network | S. cerevisiae dse1pr::URA3 reporter, 5-FOA growth OD615, 2 d; analog-sensitive cbk1-as2 kinase mutant strain | inhibition, % at 50 µM | 190,000 tested, 1.8% active | AID 868;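 active means inhibition above a set limit, 3 SD over mean compound inhibition, cut at about 8.4% in these data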;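 further: 0% = DMSO-only wells with no growth and 100% = 10 µM 1-NA-PP1 full growth; inhibition rescues growth on 5-FOA so higher OD means more RAM inhibition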
STAT1 act: STAT1 signaling activation; NIH 3T3 STAT1-luciferase reporter, IFN-gamma, luminescence; 100% = IFN-gamma alone, no compound; AID 932; activation (% of control), % at 5.5 µM; 200,000 tested, 2.6% active;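 active means activation above the screen-wide mean activation plus 3 SD, cut at about 130% in these data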;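 further: raw ratio to IFN-gamma control signal so 100% means no change and 0% no light; values of inactives mirror those of a sister screen read the other way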
STAT3 act: activators of IL-6 induced STAT3 signaling | U3A cells, IL-6 STAT3-luciferase reporter, luminescence; 100% = signal with IL-6 EC80 alone | activation (% of control), % at 5.6 µM | 190,000 tested, 0.91% active | AID 871;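 active means activation above the screen-wide mean of compound activation plus 3 SD, cut at about 130% in these data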;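 further: 0% = background luminescence of wells with medium and substrate only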
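Material: STAT1-lacking human U3A cells, STAT3 luciferase reporter | Benchmarks: IL-6-only wells as 100% reference | Probe or stimulus: IL-6 (33 ng/mL) | Timing: Compound 1 h, then IL-6 6 h at 37 °C | Detection: Luminescence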
Numbers without * were called inactive; nt = no result given. Random draw from the library; about 7.7% have a hit in one of these screens.

Each structure is followed by: STAT1 blocker	NF-kB neuron act	APP 5'UTR act	FLuc inhib CS	APP transl inh	Hsp70 activator	STAT3 inh	RAM network inh	STAT1 act	STAT3 act
> O=C(CN1CCN(c2ncc(C(F)(F)F)cc2Cl)CC1)Nc1ccc2c(c1)OCO2
 : -10	1.1	7	-4	-7	-0.1	0	0.8	110	103
> CC1(C)CC(=O)C(C=NCc2ccccn2)=C(O)C1
 : 1	0.89	-10	-9	10	-0.1	0	1.2	99	103
> Cc1ccc(NS(=O)(=O)c2ccc(CCC(=O)NCCCOC(C)C)cc2)cc1
 : 3	0.98	-7	-2	7	-0.2	11	-0.3	97	90
> CCc1nc(SC)[nH]c(=O)c1C
 : 5	1	2	-6	-2	-0.4	3	-1.2	95	102
> CC(NC(=O)c1ccco1)C(=O)OCc1cccc(Cl)c1 (configuration not stated)
 : -11	1.1	22	1	-22	-0.1	4	-1.5	110	101
> CCOC(=O)/C(C#N)=C\c1cn(C)c2ccccc12
 : -11	1.1	5	6	-5	0.0	8	1.9	109	97
> C=C(C(=O)c1ccccc1)C(CC(=O)c1ccccc1)c1ccccc1 (configuration not stated)
 : 9	0.7	-20	3	20	-0.5	8	6.8	92	93
> Clc1ccc(-c2csc3ncnc(N4CCc5ccccc5C4)c23)cc1
 : 1	1.4	-3	-6	3	-0.2	1	4.1	99	100
> Nc1nc(SCc2nnc(SCC(=O)O)n2-c2ccccc2)nc2sc3c(c12)CCCC3
 : -4	1.1	2	-5	-2	-0.5	-1	2.9	104	106
> Cc1ccc(C(=O)Oc2cccc(NC(=O)c3ccco3)c2)cc1S(=O)(=O)N1CCC(C)CC1
 : 5	1.2	23	-9	-22	-0.3	1	4.4	95	104
> CN(C(=O)C12CC3CC(CC(C3)C1)C2)C1CCS(=O)(=O)C1 (configuration not stated)
 : 1	1.1	10	-4	-10	0.0	11	-1.0	99	93
> COc1ccc(C(=O)Nc2ccccc2C(=O)N/N=C/c2ccco2)cc1
 : 29	1.2	17	97*	-17	-0.4	48*	2.8	74	60
> CCCCn1nc2cc(C(=O)NCc3ccc(C(F)(F)F)cc3C(F)(F)F)ccc2c1OCC
 : -8	1.1	3	-4	-3	0.3	22	6.2	108	86
> CN(C)C(=O)Nc1ccc(F)cc1F
 : -4	1.2	-23	-2	23	-0.2	6	0.8	110	98
> COc1ccc(S(=O)(=O)C(C#N)c2nc3ccccc3nc2N2CCCC(C)C2)cc1 (configuration not stated)
 : -6	0.72	23	-2	-23	-0.2	8	1.7	105	97
> Cc1cccn2cc(COc3ccc(-c4ccccc4)cc3)nc12
 : -70	1.7	44	13	-44	0.0	16	-0.4	162*	93
> O=C(Nc1cccc2ccccc12)N1CCN(Cc2ccccc2)CC1
 : 1	0.91	-10	-2	10	-0.1	-10	0.0	98	114
> COCC(=O)Nc1cccc(C(F)(F)F)c1
 : 0	1.5	-7	1	7	1.1	4	0.6	100	100
> Cc1nn(-c2ccccc2)c(Cl)c1/C=C(\C#N)C(=O)NC(C)C
 : -3	0.94	17	-2	-17	-0.4	-6	-0.7	103	108
> O=C1C2CCCN2C(c2ccccc2F)N1c1ccc(F)cc1 (configuration not stated)
 : 3	1.1	2	-2	-2	-0.3	7	0.0	98	100

Exported bar-delimited: entries from further up.
smiles | STAT1 blocker | NF-kB neuron act | APP 5'UTR act | FLuc inhib CS | APP transl inh | Hsp70 activator | STAT3 inh | RAM network inh | STAT1 act | STAT3 act
COc1ccc(C(=O)Nc2ccccc2C(=O)N/N=C/c2ccco2)cc1 | 29 | 1.2 | 17 | 97* | -17 | -0.4 | 48* | 2.8 | 74 | 60
CCCCn1nc2cc(C(=O)NCc3ccc(C(F)(F)F)cc3C(F)(F)F)ccc2c1OCC | -8 | 1.1 | 3 | -4 | -3 | 0.3 | 22 | 6.2 | 108 | 86
CN(C)C(=O)Nc1ccc(F)cc1F | -4 | 1.2 | -23 | -2 | 23 | -0.2 | 6 | 0.8 | 110 | 98
COc1ccc(S(=O)(=O)C(C#N)c2nc3ccccc3nc2N2CCCC(C)C2)cc1 (configuration not stated) | -6 | 0.72 | 23 | -2 | -23 | -0.2 | 8 | 1.7 | 105 | 97
Cc1cccn2cc(COc3ccc(-c4ccccc4)cc3)nc12 | -70 | 1.7 | 44 | 13 | -44 | 0.0 | 16 | -0.4 | 162* | 93
O=C(Nc1cccc2ccccc12)N1CCN(Cc2ccccc2)CC1 | 1 | 0.91 | -10 | -2 | 10 | -0.1 | -10 | 0.0 | 98 | 114
COCC(=O)Nc1cccc(C(F)(F)F)c1 | 0 | 1.5 | -7 | 1 | 7 | 1.1 | 4 | 0.6 | 100 | 100
Cc1nn(-c2ccccc2)c(Cl)c1/C=C(\C#N)C(=O)NC(C)C | -3 | 0.94 | 17 | -2 | -17 | -0.4 | -6 | -0.7 | 103 | 108
O=C1C2CCCN2C(c2ccccc2F)N1c1ccc(F)cc1 (configuration not stated) | 3 | 1.1 | 2 | -2 | -2 | -0.3 | 7 | 0.0 | 98 | 100

More entries follow:
Each structure is followed by: STAT1 blocker	NF-kB neuron act	APP 5'UTR act	FLuc inhib CS	APP transl inh	Hsp70 activator	STAT3 inh	RAM network inh	STAT1 act	STAT3 act
> CCNC(=O)C1CC(=O)N(Cc2ccc3c(c2)OCO3)C(=Nc2ccc(F)cc2)S1 (configuration not stated)
 : 2	1.1	1	-6	-1	-0.2	2	3.5	98	102
> O=C1C2CCCN2C(c2ccccc2)N1c1ccc(Cl)cc1 (configuration not stated)
 : 3	0.86	2	-7	-2	0.8	-8	-0.2	98	113
> OCCC1CN(Cc2nc(-c3ccccc3)cs2)CCN1CCc1ccccc1 (configuration not stated)
 : -5	0.86	4	-4	-4	0.1	2	2.5	103	102
> Cc1ccc(-c2noc(CN3CCCCC3)n2)cc1
 : -37	2.4	39	2	-39	-0.3	-6	-0.8	128	106
> Cc1ccc(C(=O)C[n+]2cccc3ccccc32)cc1
 : 7	1.1	6	-9	-6	-0.2	-27	-0.9	94	124
> C#CCOCCOCCOCCNc1nc(N2CCN(C(=O)[C@H](CCC(=O)O)n3cc(C(N)CO)nn3)CC2)nc(N2CCN(C(=O)[C@H](Cc3ccc(O)cc3)n3cc(C(N)[C@H](C)CC)nn3)CC2)n1 (some centres not stated)
 : -1	1.1	9	-8	-10	-0.2	nt	-0.5	102	nt
> CCCNC1=CC(=O)CC(C)(C)C1
 : -4	1	12	-5	-12	-0.4	-4	0.0	103	104
> COc1ccc(S(=O)(=O)CCC(=O)NCCc2ccc(C)cc2)cc1
 : 4	1.4	-5	-2	6	0.3	7	-0.7	96	100
> CN1c2ccsc2/C(=N/Nc2ccccc2)CS1(=O)=O
 : -20	1.1	-12	3	12	0.3	-24	6.1	118	127
> CC(=O)c1ccc(NC(=O)CSc2nnc(Cn3c(=O)sc4ccccc43)n2C)cc1
 : 6	1	-13	-1	13	-0.3	-4	1.1	95	103
> CC(C)c1cc(C(=O)N/N=C/c2ccco2)n[nH]1
 : -23	1.8	9	31	-9	-0.1	-6	0.0	121	106
> COc1ccc(NC(=S)N(Cc2ccccn2)Cc2ccccc2Cl)cc1
 : 0	0.99	4	-2	-4	-0.1	30	2.7	100	82
> COc1ccc(-c2nn3c(-c4ccncc4)nnc3s2)cc1OC
 : -3	nt	10	nt	-10	0.0	-3	nt	103	102
> CC(C)n1cc(CN2CCCC(CO)(Cc3cccc(Cl)c3)C2)cn1 (configuration not stated)
 : 11	1	-5	4	5	-0.2	0	0.6	89	104
> Cc1ccc(-n2cccc2C(=S)N=P(N(C)C)(N(C)C)N(C)C)cc1
 : 4	0.65	11	-11	-11	-0.3	36	1.9	97	75
> CC1Cc2ccccc2N1C(=O)CSCC(=O)O (configuration not stated)
 : 5	0.89	-12	-8	12	-0.2	3	0.8	95	100
> O=C(CNC(=S)N(CCCN1CCOCC1)Cc1cccs1)NC1CCCCC1
 : -2	1.1	-2	-8	2	-0.2	1	-0.4	100	100
> O=C(Oc1coc(CSc2nnc(NC(=O)C3CC3)s2)cc1=O)c1ccccc1
 : 10	1.3	12	0	-12	-0.3	4	-0.5	90	95
> Cc1ccc(C(=O)N2CCN(S(=O)(=O)N3CCOCC3)CC2)cc1
 : -2	1.1	1	0	-1	-0.4	2	0.5	100	102
> COc1ccccc1N1CCN(C(=O)C(F)F)CC1
 : 0	1.1	11	-1	-11	-0.2	4	-1.0	100	100

(cont.)
Each structure is followed by: STAT1 blocker	NF-kB neuron act	APP 5'UTR act	FLuc inhib CS	APP transl inh	Hsp70 activator	STAT3 inh	RAM network inh	STAT1 act	STAT3 act
> CN(CCO)C(=O)c1ccc(-c2nn(C)c(=O)c3ccccc23)cc1
 : -3	1.1	9	-7	-9	-0.3	7	1.8	101	100
> CC/S(CC1CC1(Cl)Cl)=N\S(=O)(=O)c1ccc(C)cc1 (configuration not stated)
 : -6	1.1	-4	-8	4	-0.2	12	1.5	106	94
> CCN1CCN(CCCNC(=O)CCc2nc(-c3ccc(OC)cc3)no2)CC1
 : 0	1.3	16	-6	-16	0.1	10	1.3	99	102
> O=C(CSc1nc2ccccc2c(=O)n1-c1ccc(F)cc1)Nc1ccc2c(c1)CCC2
 : 13	1.1	-4	-7	4	-0.4	-2	6.2	89	104
> O=C(c1ccc([N+](=O)[O-])cc1[N+](=O)[O-])N1CCCC1
 : -2	1.1	16	-6	-16	-0.1	5	0.8	100	97
> Cc1cc(Cl)c(S(=O)(=O)N2CCN(c3ccc(F)cc3)CC2)cc1OCC(N)=O
 : 4	1	-9	6	9	-0.2	45*	3.9	96	65
> Cn1c(N)c(C(=O)CSc2nc3ccccc3c(=O)n2CCCN2CCOCC2)c(=O)n(C)c1=O
 : -4	0.73	-5	-3	5	-0.1	-1	3.1	105	105
> O=S(=O)(c1ccc(Cl)cc1)N1CCN(C(=S)Nc2ccc(F)c(Cl)c2)CC1
 : 0	0.84	17	1	-17	-0.4	3	2.9	100	100
> CCOc1ccccc1/C=N/NC(=O)c1cccc(Cl)c1
 : 9	1.1	-8	-4	8	0.0	0	4.0	92	100
> CCCc1nc(NCc2ccc3c(c2)OCO3)c2nnn(Cc3ccccc3Cl)c2n1
 : 2	1.2	-19	-6	19	0.0	-3	1.0	98	104
> COC(=O)N1CN(C(=O)OC)CN(C(=O)OC)C1
 : -4	1.3	0	-8	0	-0.2	8	0.9	104	94
> CN1CCN(C(=S)Nc2cc(S(=O)(=O)N3CCOCC3)ccc2Cl)CC1
 : 10	1.3	-3	-5	3	-0.2	4	1.3	91	97
> COc1ccc2[nH]c(=O)c(CN(CCN(C)C)C(=O)NCc3ccccc3)cc2c1
 : 3	1.1	0	-2	0	-0.1	-5	-0.7	97	108
> Cc1nc([N+](=O)[O-])c(Br)n1Cc1ccc(Cl)c(Cl)c1
 : 27	0.34	-21	-9	21	-0.1	-28	0.4	75	139*
> CN1CCN(C(=O)c2ccc3c(c2)OCCO3)CC1
 : -9	1.4	3	-10	-2	-0.1	-4	0.7	110	106
> CCOC(=O)CNC(=O)CSc1nc2cccnc2n1Cc1ccccc1
 : -1	0.96	-4	0	4	0.6	2	2.3	102	104
> Cc1cnc(CN(C)Cc2nc(Cc3cccc(C(F)(F)F)c3)no2)[nH]1
 : 8	0.97	-7	-2	6	-0.3	10	-1.5	91	95
> CC(C)(CO)Nc1ccc([N+](=O)[O-])cc1[N+](=O)[O-]
 : 2	0.83	-15	-8	15	-0.5	7	-1.1	99	100
> COc1ccc(NC(=O)C2(c3cccs3)CCOCC2)cc1
 : 0	1.1	-9	-4	9	-0.5	4	0.0	100	100
